ATXN2 expr inh: ATXN2 expression inhibition; Potency, µM (doses to about 57 µM), inactives show top-dose activity change, negative = inhibition, usual class: inhibitors; HEK-293 ATXN2-luciferase reporter, luminescence, 24 h; AID 1745845; hit rate 0.72% among 360,000; note: potency is the fitted concentration of half-maximal effect; % is set by controls: 0 for no effect and ±100 for the full control effect; nearly all actives have a fitted effect of over 55% in size
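qHTS (up to 57 uM final) was run with 24 h compound exposure of reporter cells at 37 °C. Each well was multiplexed: SteadyGlo luminescence measured ATXN2-luciferase expression after a fluorogenic Gly-Phe-AFC viability readout (25 uM final).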
HepG2 viability: counter-screen for TGF-b inhibitors: cytotoxicity in HepG2 cells; HepG2 CAGA-GFP viability, ATP luminescence, 18 h; Potency, µM (series often up to 46.1 µM), inactives show at the highest dose activity change, negative = cytotoxicity, hits mostly cytotoxic; hit rate 0.76% among 410,000; AID 588856; note: potency is the fitted concentration of half-maximal effect; some results filed as inactive show a strong effect at the top dose
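CellTiter-Glo luminescence gave cytotoxicity after 18 hours at 37 degrees C. The cells were HepG2 CAGA-GFP in 1% FBS DMEM, stimulated with 500 pg/mL TGF-beta after compound addition. %Activity was normalised to no-cell wells (complete cell-killing) and DMSO (no toxicity), and curves were fitted and classified.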
Nrf2 ARE act: activates Nrf2 signaling; AREc32 ARE-luciferase reporter (MCF7-derived line), luminescence, 24 h; hit rate 0.31% among 410,000; AID 624171; Potency, µM (top dose mostly 46.1 µM), without a hit: at the highest dose activation, usual class: activators; note: potency is the fitted concentration of half-maximal effect; % of control where 0% means no effect; nearly all actives have a fitted effect of over 65% in size
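AREc32 cells carrying an ARE-driven firefly luciferase, 1000 cells/well in OPTI-MEM with 5% FBS, dosed after overnight attachment and incubated 24 hr at 37 deg C. Steady-Glo luminescence read after 30 min at RT.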
A549 viability: kills or reduces viability of A549 cells in Nrf2 counter-screen | A549 ARE-Fluc cells, CellTiter-Fluor viability, 18-24 h | Potency, µM (series often up to 46 µM), for inactives: top-dose activity change, negative = cytotoxicity, most hits filed as inhibitors | hit rate 0.16% among 390,000 | AID 504648; note: potency is the fitted concentration of half-maximal effect; % is set by controls: 0 for no effect and ±100 for the full control effect
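A549 ARE-Fluc cells in 5% FBS OPTI-MEM, 5000 cells/well, rested 2 h then exposed to compounds in concentration-response for 18-24 h at 37 °C. Viability by CellTiter-Fluor fluorescence (Ex 405/Em 525) after 30 min; luciferase luminescence (BugLite, 15 min, RT) read afterwards.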
Nrf2 inh: blocks Nrf2 signaling; Potency, µM (titrated, usually from 46 µM), for inactives: at the top dose activity change, negative = inhibition, actives largely listed as inhibitors; hit rate 2.1% among 360,000; A549 ARE-Fluc reporter, luciferase luminescence, 18-24 h; note: potency is the fitted concentration of half-maximal effect; % is set by controls: 0 for no effect and ±100 for the full control effect; nearly all actives have a fitted effect of over 60% in size
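Reporter: ARE-Fluc in A549. Exposure: 18-24 h, 37 °C, 5% CO2, 5% FBS OPTI-MEM. Readouts: fluorescent cytotoxicity (CellTiter-Fluor), then luminescent Nrf2 signal after BugLite.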
MCF10A rereplic: DNA re-replication induction in MCF 10a cells. MCF 10A DNA re-replication, Hoechst nuclear intensity, 48 h. Potency, µM (highest dose often 46.1 µM), without a hit: at the highest dose activity, positive = re-replication, usual class: activators. hit rate 2.9% among 350,000; note: potency is the fitted concentration of half-maximal effect; % of control where 0% means no effect; nearly all actives have a fitted effect of over 50% in size
TGFb SMAD3 inh: inhibitors of TGF-b signaling. Potency, µM (doses to about 46.1 µM), for the others: top-dose activity, negative = inhibition, most hits filed as inhibitors. hit rate 1.2% among 410,000. HepG2 CAGA-GFP TGF-b/SMAD3 reporter, GFP fluorescence, 18 h; TGF-beta stimulated, 500 pg/mL final; note: potency is the fitted concentration of half-maximal effect; % is set by controls: 0 for no effect and ±100 for the full control effect; nearly all actives have a fitted effect of over 65% in size
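First, reporter cells (HEPG2 CAGA-GFP) rested 2 h at 37 degrees C. Next, compounds were pinned in and TGF-beta added to 500 pg/mL final. After 18 h, GFP was imaged per cell and summed per well.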
IL-1B inflam inh: blocks inflammasome-driven IL-1 beta release | THP-1 LPS/ATP IL-1B secretion, AlphaLISA, 16 h; stronger effect = lower value | activity change, % at 57.5 µM | hit rate 4.7% among 360,000; in the data active = activity change below about -50%; inconclusive = mostly about -30% to -49%; note: % is set by controls: 0 for no effect and ±100 for the full control effect
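Secreted IL-1B measured by AlphaLISA bead assay after 16 h compound exposure of THP-1 cells; compounds (final up to 57.5 uM) added 1 h before LPS (250 ng/mL) and ATP (1.25 mM) stimulation; lower signal means less secretion.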
S2 tox: reduces viability in counter-screen for ATXN expression inhibitors | S2 cells (HEK-293 line with an ATXN2-luciferase reporter) viability, CellTiter-Fluor protease fluorescence, 24 h | Potency, µM (series often up to 56.7 µM), usual class: cytotoxic | hit rate 0.49% among 400,000; note: potency is the fitted concentration of half-maximal effect; nearly all actives have a fitted effect of over 40% in size
Active calls of the source: *; i = inactive; ? = inconclusive; . = no result given; & = joins results of further samples; [ ] = dose if it differs, or a comment. Unless noted, calls come from the whole dose curve; as a rule, active = well fitted curve in the direction sought with a large enough effect; inconclusive = small, poorly fitted or top-dose-only effect, or another doubt; inactive = no such curve, though single readings can be large; an effect the other way counts as inactive or inconclusive.

SMILES | ATXN2 expr inh | HepG2 viability | Nrf2 ARE act | A549 viability | Nrf2 inh | MCF10A rereplic | TGFb SMAD3 inh | IL-1B inflam inh | S2 tox
CC(=O)Nc1ccc(S(=O)(=O)/N=C2/NC(=O)/C(=C\c3ccco3)S2)cc1 | -10% | 1% | 4.0% | 3% | 0% | 1% | 12% | -1 | i
CCOC(=O)C1(C)CCCN(C(=O)Cc2ccc3ccccc3c2)C1 (stereo not given) | -20% | -9% | -0.1%[9.22 µM] | . | . | . | 8% | 43 | i
Cc1ccc(C(=O)Nc2ccc(Nc3ccccc3)cc2)cc1Br | 9% | -23% | 2.3% | 1% | -19% | -18% | -10% | . | i
COc1ccc(NC(=S)NNS(=O)(=O)c2ccc3ccccc3c2)c(OC)c1 | -32% | 21% | 0.3% | 2% | -1% | 2% | -1% | 18 | i
Cc1ccc(C(=O)Nc2ccc3c(c2)OCO3)cc1S(=O)(=O)N1CCCCC1 | 17% | 2% | 3.6% | 1% | -24% | -14% | ? | -29 | i
CC/C(=C1/C(=O)CC(C)(C)C(C(=O)OC)C1=O)N1CCCC1 (stereo not given) | -14% | -11% | 2.1% | 7% | -6% | 5% | 19% | -4 | i
CCOc1ccc(NC(=O)CN(C)C(=O)c2cc(C3CC3)nn2-c2ccccc2)cc1OCC | 9% | -8% | 0.3% | 0% | -1% | 6% | -8% | -3 | i
CC1(C(=O)O)CCC(C(=O)Nc2ccccc2O)C1(C)C (stereo not given) | 0% | -4% | -0.6% | -8% | 4% | 2% | 24% | 10 | i
COc1cccc(-c2cc(=O)c3cc(NC(C)=O)ccc3[nH]2)c1 | 6% | -22% | -1.9% | 4% | ? | 23µM* | ? | 59 | i
CC(Oc1ccc(Cl)cc1)C(=O)Nc1sccc1C(N)=O (stereo not given) | -3% | 0% | 0.5% | -1% | ? | 23% | ? | -62* | .
CCCn1nnc(NC(=O)c2ccc(F)cc2)n1 | 10% | 7% | 3.1% | -5% | . | 1% | 10% | 24 | i
N#C/C(=C\c1ccc(F)cc1)c1nc(-c2ccc(-c3ccccc3)cc2)cs1 | . | -15% | -0.5% | 1% | -9% | . | -1% | . | .
CC1CN(S(=O)(=O)c2cccc(-c3cn4ccccc4n3)c2)CC(C)O1 (stereo not given) | -4% | -14% | 0.1% | -6% | ? | -5% | ? | ? | i
COc1ccc(/C=C/c2nc(C#N)c(N3CCC(C(N)=O)CC3)o2)cc1OC | . | -35% | 7.3% | -4% | ? | . | -1% | . | .
O=C(CN1CCOCCOCCOCC1)Nc1ccccc1 | -2% | -15% | 0.3% | -1% | 1% | -13% | -1% | -7 | i
COc1ccc(C2CC(=O)C(C=NCCCN3CCOCC3)=C(O)C2)cc1 (stereo not given) | 3% | -5% | 0.5% | 0% | 0% | 4% | -15% | 13 | i
COc1ccc(N2CC(NC(=O)c3ccc(S(=O)(=O)N4CCOCC4)cc3)CC2=O)cc1 (stereo not given) | . | -11% | -0.6% | 0% | . | . | -1% | . | .
Cc1ccccc1NC(=O)Cc1nc(COC(=O)c2cccc(O)c2)cs1 | . | -21% | 3.2% | -1% | 1% | -1% | -1% | 0 | i
Cc1ccc(CNC(=O)CSCc2cccc(F)c2)cc1 | 12% | -12% | 1.4% | 8% | ? | -2% | 8% | -5 | i
CC(C)CCNC(=O)C1CCN(C(=O)N2CCOc3ccc(Cl)cc32)CC1 | . | -21% | 1.0% | -2% | -1% | . | ? | . | .
COCCN(CC1CCCN(C2Cc3ccccc3C2)C1)C(=O)CCSC (stereo not given) | 2% | 3% | -0.8% | -1% | 17% | 11% | 4% | 0 | i
CSc1ccc(CNC(=O)CCc2c(C)nn(-c3ccc(N4CCCC4)nn3)c2C)cc1 | . | -17% | 0.9% | 5% | -17% | . | ? | . | .
CCCC(=O)Nc1ccc2nc(C)n(Cc3ccccc3Cl)c(=O)c2c1 | -5% | -24% | 4.0% | 6% | ? | 8% | -17% | -13 | i
Cc1ccc(N2C(=O)C(NC(=O)c3c(F)cccc3F)(C(F)(F)F)C3=C2CC(C)(C)CC3=O)cc1 (stereo not given) | -4% | -51% | -0.2% | 0% | 0% | 9% | 21% | -6 | i
O=C1NC(c2ccccc2)C(C(=O)c2cccs2)C(O)(C(F)(F)F)N1 (stereo not given) | -5% | -38% | 1.7% | 1% | 7% | -1% | -1% | -12 | i
COc1ccc(CNC(=O)C2CCCN(c3nc4ccccc4o3)C2)c(OC)c1 (stereo not given) | -2% | -5% | -0.4% | -6% | -23% | ? | 9% | 3 | i
CCCCOc1ccc(CCC(=O)N/N=C/c2ccco2)cc1 | 11% | -56% | 8.6% | 0% | 15% | 3% | 0% | 10 | i
CN1CCN(C(=O)c2ccc(-c3cc4nc(NCc5cccnc5)n(C)c(=O)c4s3)cc2)CC1 | 0% | 7% | 7.4% | . | . | . | -8% | -15 | i
O=C(COC(=O)CCOc1ccccc1)Nc1ncc(Cl)cc1Cl | 5% | -49% | 2.4% | -9% | -9% | -7% | 6% | 10 | i
Cc1ccc(NC(=O)CN2C(=O)NC(Cc3c[nH]c4ccccc34)C2=O)cc1 (stereo not given) | . | -35% | -0.3% | 8% | 6% | 1% | -4% | -14 | i
N#C/C(=C\c1ccc(OCC(N)=O)cc1)c1ccccc1 | 56%[activator] | 1% | -0.2% | 0% | 2% | 25% | 13% | -13 | i
Cc1cc(C)c(C)c(S(=O)(=O)NC(C(=O)NCCc2ccco2)C(C)C)c1C (stereo not given) | . | -16% | 0.3% | 9% | 1% | -1% | -9% | 0 | i
Cc1cc(C)cc(OCC(=O)OCC(=O)Nc2c(C)n(C)n(-c3ccccc3)c2=O)c1 | . | -13% | 2.8% | 17% | ? | -3% | 4% | -5 | i
Nc1nnn(CC(=O)N/N=C/c2ccc(Cl)cc2Cl)n1 | . | -21% | 1.0% | 0% | -14% | 2% | -19% | 0 | i
COc1cccc(NC(=O)CSC2=Nc3ccccc3C3=NC(CC(=O)NC4CCCCC4)C(=O)N23)c1 (stereo not given) | . | -29% | -1.3% | -22% | . | . | -20% | . | .
O=C(N/N=C/c1ccc(-c2ccc([N+](=O)[O-])cc2)o1)C(O)c1ccccc1 (stereo not given) | . | 37% | 4.4% | -9% | -9% | 22% | -20% | -249* | .
S=c1[nH]nc(-c2ccccn2)n1/N=C/c1c(Cl)cccc1Cl | -9% | 7% | 9.0% | -8% | -15% | 2% | 5% | 5 | i
COc1cccc(C(=O)N2CCN(Cc3cccc(F)c3)CC2)c1 | -13% | -13% | -0.2% | 1% | 4% | 2% | 17% | -27 | i
Cn1ccc2cc(S(=O)(=O)N3CCC(C(=O)NCCc4ccccc4)CC3)ccc21 | 3% | 0% | 0.6% | 0% | . | . | -9% | . | i
Cc1ccc2c(COC(=O)CNS(=O)(=O)c3ccccc3)cc(=O)oc2c1 | -3% | -1% | -2.7% | 2% | 0% | 14% | -7% | 3 | i
CCOc1ccccc1N(C)C(=O)Cn1nc(Cc2ccncc2)c2ccccc2c1=O | . | -35% | 0.4% | 1% | -20% | . | ? | . | .
CCCc1cc(=O)[nH]c(SCCCCN2C(=O)c3ccccc3C2=O)n1 | -7% | 2% | -0.1% | 2% | 3% | -5% | 6% | 21 | i
CNC(=S)Nc1ccc(N2CCCC2)c(S(=O)(=O)Nc2ccc(OC)cc2)c1 | -13% | -16% | -0.6% | 1% | -24% | -8% | -4% | -12 | i
O=C1CCCN1CCCNS(=O)(=O)c1cccs1 | 8% | 4% | -0.4% | -2% | 19% | -5% | -11% | -2 | i
CCCOc1nc2c(c(=O)n(C)c(=O)n2C)n1Cc1cccc2ccccc12 | -14% | 6% | -0.1% | -11% | 18µM* | 18% | -6% | -16 | i

Sorted by formula weight (ascending): some entries from above.
SMILES | ATXN2 expr inh | HepG2 viability | Nrf2 ARE act | A549 viability | Nrf2 inh | MCF10A rereplic | TGFb SMAD3 inh | IL-1B inflam inh | S2 tox
O=C1CCCN1CCCNS(=O)(=O)c1cccs1 | 8% | 4% | -0.4% | -2% | 19% | -5% | -11% | -2 | i
S=c1[nH]nc(-c2ccccn2)n1/N=C/c1c(Cl)cccc1Cl | -9% | 7% | 9.0% | -8% | -15% | 2% | 5% | 5 | i
O=C(N/N=C/c1ccc(-c2ccc([N+](=O)[O-])cc2)o1)C(O)c1ccccc1 (stereo not given) | . | 37% | 4.4% | -9% | -9% | 22% | -20% | -249* | .
CCCc1cc(=O)[nH]c(SCCCCN2C(=O)c3ccccc3C2=O)n1 | -7% | 2% | -0.1% | 2% | 3% | -5% | 6% | 21 | i
Cc1cc(C)c(C)c(S(=O)(=O)NC(C(=O)NCCc2ccco2)C(C)C)c1C (stereo not given) | . | -16% | 0.3% | 9% | 1% | -1% | -9% | 0 | i
Cc1cc(C)cc(OCC(=O)OCC(=O)Nc2c(C)n(C)n(-c3ccccc3)c2=O)c1 | . | -13% | 2.8% | 17% | ? | -3% | 4% | -5 | i

(listing goes on)
SMILES | ATXN2 expr inh | HepG2 viability | Nrf2 ARE act | A549 viability | Nrf2 inh | MCF10A rereplic | TGFb SMAD3 inh | IL-1B inflam inh | S2 tox
C=CCN(c1ccccc1)S(=O)(=O)c1cccc(C(=O)OCC(=O)NC2CC2)c1 | 17% | -12% | -0.6% | 1% | 1% | -36%[inhibitor] | -19% | 3 | i
COc1cc(NC(=O)c2cc3c(=O)n(Cc4cccs4)ccc3nc2C)cc(OC)c1OC | -35% | -25% | 9.1% | 2% | -20% | . | -20% | . | i
Cc1ccc(NS(=O)(=O)c2ccc(-n3cccn3)cc2)c(Br)c1 | -15% | -22%&-49% | 1.3%&-0.1% | 5% | -16% | . | 0%&-3% | 23 | i
COc1ccccc1C(=O)NC(=O)COC(=O)c1ccc(NC(=O)CC#N)cc1 | 0% | 1% | 1.9% | -7% | -16% | -1% | 9% | -14 | i

Bioassay records (PubChem BioAssay)
